Source: PubChem (several laboratories)
SRC2 TRFRET art – TR-FRET artefact, counter-screen to PPARgamma/SRC-2 agonist assay; stronger effect = higher value; TR-FRET ratio at 8 µM; actives 0.4% (n = 200,000); AID 1049; in the data active means TR-FRET ratio above about 2000; further: inactives centre near 1500
PPARg SRC-2 ag – promotes SRC-2 coactivator recruitment by human PPARgamma. P37231. PPARgamma LBD-SRC-2 recruitment, biochemical. activation, % at 8 µM. actives 0.34% (n = 200,000). AID 1032; in the data active means activation above about 22%;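 further: 0% = vehicle and 100% = reference agonist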
Target sequence (P37231 whole entry, looked up, the tested form may be a part): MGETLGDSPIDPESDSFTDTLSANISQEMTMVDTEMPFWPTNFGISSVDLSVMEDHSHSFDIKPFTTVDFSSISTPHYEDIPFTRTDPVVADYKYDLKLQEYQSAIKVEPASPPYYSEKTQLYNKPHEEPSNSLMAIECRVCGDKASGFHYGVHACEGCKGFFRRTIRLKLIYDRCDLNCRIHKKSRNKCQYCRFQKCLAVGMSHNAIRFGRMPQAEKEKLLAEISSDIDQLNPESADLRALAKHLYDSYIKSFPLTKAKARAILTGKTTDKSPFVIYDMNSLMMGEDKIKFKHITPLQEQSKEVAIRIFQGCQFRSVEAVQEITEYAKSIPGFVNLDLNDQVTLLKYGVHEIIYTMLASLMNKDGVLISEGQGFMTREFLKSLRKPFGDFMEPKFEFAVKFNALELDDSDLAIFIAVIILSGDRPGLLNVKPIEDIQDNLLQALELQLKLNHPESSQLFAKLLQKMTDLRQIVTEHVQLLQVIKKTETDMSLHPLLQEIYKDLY
HMGR II inh – blocks class II HMG-CoA reductase of Enterococcus faecalis | purified E. faecalis HMGR, NADPH absorbance 340 nm kinetic | inhibition, % at 10 µM | actives 0.41% (n = 190,000) | AID 1066;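 active means inhibition above a set limit, the median over all tested compounds plus 3 SD, cut at about 9.5% in these data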;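 further: enzyme runs in reverse so mevalonate oxidation gives rising NADPH absorbance; 0% = complete reaction with DMSO and 100% = background rate lacking mevalonate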
TNAP inh no acc – inhibitors of human TNAP without phosphate acceptor; purified TNAP, CDP-star luminescence, 30 min; actives 0.26% (n = 200,000); inhibition, % at 20 µM; P05186;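 active means tissue-nonspecific alkaline phosphatase inhibition above about 50% at 20 µM in the single-dose screen, limit read from the data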;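 further: 0% = DMSO negative control and 100% = EDTA positive control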
Target sequence (P05186 whole entry, looked up): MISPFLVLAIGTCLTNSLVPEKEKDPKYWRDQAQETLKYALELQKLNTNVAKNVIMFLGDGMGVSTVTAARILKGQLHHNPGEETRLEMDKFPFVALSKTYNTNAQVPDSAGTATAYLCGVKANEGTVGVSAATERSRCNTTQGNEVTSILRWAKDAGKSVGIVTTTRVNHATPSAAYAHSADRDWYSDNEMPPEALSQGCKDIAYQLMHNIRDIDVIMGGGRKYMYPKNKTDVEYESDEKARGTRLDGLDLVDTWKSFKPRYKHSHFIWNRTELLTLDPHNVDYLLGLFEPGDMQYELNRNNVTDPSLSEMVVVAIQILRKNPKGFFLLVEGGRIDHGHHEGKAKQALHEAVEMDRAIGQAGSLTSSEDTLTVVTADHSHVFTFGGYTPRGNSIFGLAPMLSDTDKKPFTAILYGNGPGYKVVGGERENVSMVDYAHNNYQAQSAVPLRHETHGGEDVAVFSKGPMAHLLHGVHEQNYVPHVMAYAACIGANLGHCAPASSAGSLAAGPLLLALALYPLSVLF
TNAP inh hiacc – TNAP (human) inhibition, high acceptor | P05186 | purified TNAP, CDP-star luminescence, 1 M DEA | inhibition, % at 20 µM | actives 0.03% (n = 200,000);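 active means over 50% inhibition of tissue-nonspecific alkaline phosphatase at 20 µM in the single-dose screen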;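 further: plate controls were DMSO wells for no effect and EDTA-quenched wells as full inhibition for full effect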
bIAP act – intestinal alkaline phosphatase (bovine) activation. purified bovine IAP, CDP-star luminescence, 30 min; stronger effect = higher value; fold of DMSO-control signal, blank-subtracted. activation factor at 20 µM. actives 0.17% (n = 200,000). AID 1016;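 active means activation factor of 2 or more at 20 µM, a signal rise over negative controls twice the positive control's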
bIAP inh – intestinal alkaline phosphatase (bovine) inhibition; purified bovine IAP, CDP-star luminescence, 30 min; inhibition, % at 20 µM; 190,000 tested, under 10 active;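 active means over 50% inhibition of intestinal alkaline phosphatase at 20 µM in the single-dose screen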
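System: purified bovine intestinal alkaline phosphatase (IAP) enzyme; Input: IAP diluted 1/65,000,000 in the well; Measured by: CDP-star luminescence signal; Compound dosing: 20 µM single dose; Incubation: 30 min reaction at room temperature.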
PPARg SRC-1 ag – agonists of human PPARgamma SRC-1 coactivator recruitment; P37231; PPARgamma-SRC-1 coactivator recruitment biochemical assay; activation, % at 8 µM; actives 0.41% (n = 200,000); in the data active means activation above about 19%;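 further: 0% = DMSO and 100% = reference agonist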
TNAP act hiacc – activators of human TNAP at high phosphate acceptor concentration; purified TNAP, CDP-star luminescence, 1 M DEA, 30 min; stronger effect = higher value; 0 = EDTA background, 1 = DMSO-only activity; activation factor at 20 µM; 200,000 tested, under 10 active; AID 1136;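 active means activation factor at least 2 at 20 µM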
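Measured by: Luminescent substrate turnover signal | Test system: Human TNAP | Input: TNAP 1/800 final | Dosing: 20 µM single point | Schedule: 30 min, room temperature | Controls: EDTA wells as negative control, DMSO wells as positive control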
PPARg SRC-3 ag – PPARgamma-driven SRC-3 recruitment agonism | biochemical PPARgamma/SRC-3 coactivator recruitment assay | activation, % at 8 µM | actives 0.26% (n = 200,000) | AID 731; in the data active means activation above about 23%;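 further: 0% = DMSO and 100% = reference agonist; some compounds past the cut are filed as inactive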
An asterisk follows results filed as active; . = no result given. Rows are unselected. Share with any hit: about 1.6%.

Short keys – A = SRC2 TRFRET art; B = PPARg SRC-2 ag; C = HMGR II inh; D = TNAP inh no acc; E = TNAP inh hiacc; F = bIAP act; G = bIAP inh; H = PPARg SRC-1 ag; I = TNAP act hiacc; J = PPARg SRC-3 ag
O=C(NC(=S)Nc1cccc(NC(=O)c2ccc(Cl)cc2Cl)c1)c1cccs1
  A: 1573 | B: -2 | C: -6 | D: 6 | E: 6 | F: 0.1 | G: . | H: 1 | I: 0.9 | J: -1

Cc1ccc(NCN2C(=O)C3C4C=CC(C4)C3C2=O)cc1 (centres undefined)
  A: 1642 | B: 1 | C: -3 | D: -6 | E: -7 | F: 0.7 | G: 28 | H: -4 | I: 1.1 | J: 12

NC(=O)N/N=C/C=C/c1ccccc1
  A: 1553 | B: 5 | C: -5 | D: -5 | E: -2 | F: 1.1 | G: -12 | H: -2 | I: 1 | J: 11

COc1ccc(-c2c(C)c3ccc(OCC(C)=O)cc3oc2=O)cc1
  A: 1636 | B: 5 | C: -1 | D: 1 | E: -4 | F: 1.1 | G: -8 | H: 4 | I: 1 | J: -3

C=CCNC(=S)NNc1nc2c(c(=O)[nH]1)C1(CCCCC1)Cc1ccccc1-2
  A: 1591 | B: 1 | C: 1 | D: -84 | E: 3 | F: 1 | G: 2 | H: 10 | I: 1 | J: 1

CCOC(=O)c1c(C)c(C(=O)Nc2ccc(N(C)C)cc2)c(C)n1CC
  A: 1646 | B: 8 | C: 1 | D: -20 | E: -4 | F: 1 | G: 4 | H: 1 | I: 1 | J: 1

CCCn1cc(CN2CCCC(CNC(=O)c3ccc(F)cc3)C2)c(C)n1 (centres undefined)
  A: 1604 | B: 4 | C: -7 | D: -11 | E: -7 | F: 1.1 | G: -8 | H: 1 | I: 1.1 | J: 6

COc1ccc(OC)c(NC(=O)C(=O)NCCC2=CCCCC2)c1
  A: 1582 | B: 5 | C: -1 | D: -22 | E: -3 | F: 0.9 | G: 12 | H: 0 | I: 1 | J: 2

Cc1nn(Cc2ccc(Cl)cc2)c(C)c1NC(=O)c1c(-c2ccccc2)noc1C
  A: 1391 | B: -3 | C: -6 | D: -9 | E: 3 | F: 1 | G: 0 | H: -2 | I: 1 | J: 1

Cc1[nH]nc(SCC(=O)NCc2ccccc2)c1[N+](=O)[O-]
  A: 1456 | B: 1 | C: 0 | D: -12 | E: 2 | F: 0.8 | G: 24 | H: -2 | I: 1 | J: 3

NC(=O)CC[C@H](NC(=O)c1ccc(F)cc1)C(=O)OCC(=O)Nc1ccc(N2CCOCC2)cc1
  A: 1595 | B: 0 | C: 0 | D: -4 | E: -1 | F: 1.1 | G: -6 | H: 5 | I: 1 | J: -2

Cc1ccc(-n2sc3ccccc3c2=O)cc1S(=O)(=O)N1CCCCC1
  A: 1486 | B: 9 | C: 0 | D: -5 | E: 3 | F: 0.9 | G: 9 | H: -3 | I: 1 | J: -1

Cc1ccc(C)c(Cn2c(=O)n(-c3ccc(CC(=O)NCc4ccco4)cc3)c(=O)c3sccc32)c1
  A: 1418 | B: -3 | C: -1 | D: -22 | E: -8 | F: 1 | G: 2 | H: 2 | I: 1.1 | J: -9

CC(C)(C)c1ccc(C2(C)NC(=O)N(CC(=O)c3ccc[nH]3)C2=O)cc1 (centres undefined)
  A: 1404 | B: 8 | C: 0 | D: -9 | E: -3 | F: 1 | G: 1 | H: 2 | I: 1 | J: 5

CCC1CCCCN1C(=O)CSc1nnc(-c2ccc(Cl)s2)o1 (centres undefined)
  A: 1394 | B: 16 | C: -5 | D: -6 | E: -5 | F: 0.9 | G: 12 | H: 0 | I: 1.1 | J: 12

CCOc1ccc(Oc2nc(NCC(C)C)nc(N(C)C)n2)nn1
  A: 1497 | B: 4 | C: -1 | D: -7 | E: 0 | F: 1.1 | G: -5 | H: 1 | I: 1 | J: -1

c1ccc(-n2nnnc2-c2cnc(-c3ccncc3)nc2-c2cccs2)cc1
  A: 1611 | B: 5 | C: -6 | D: -7 | E: 0 | F: 0.9 | G: 10 | H: 3 | I: 1 | J: -6

COc1ccc(CNc2ncccn2)cc1OC
  A: 1672 | B: 14 | C: -2 | D: -8 | E: -4 | F: 1.1 | G: -10 | H: -2 | I: 1 | J: 6

CCOC(=O)c1c(-c2ccc(C)o2)csc1NC(=O)CSc1nnnn1-c1ccccc1
  A: 1625 | B: 9 | C: 1 | D: -13 | E: -6 | F: 1 | G: 2 | H: 15 | I: 1.1 | J: 4

Cc1nccn1CCCN1C(=O)CNC1=S
  A: 1687 | B: 5 | C: -2 | D: -27 | E: -1 | F: 1 | G: -2 | H: 5 | I: 1 | J: -3

N=C1/C(=C/c2cccn2CCOc2ccccc2)C(=O)N=C2SC=C(c3ccccc3)N12
  A: 1640 | B: 1 | C: -2 | D: 10 | E: 10 | F: 0.9 | G: 6 | H: 8 | I: 0.9 | J: 5

Cc1cc(N)n(-c2ccccc2C)n1
  A: 1388 | B: 0 | C: 0 | D: -14 | E: 0 | F: 0.9 | G: 12 | H: 15 | I: 1 | J: 5

CCCCn1c(O)c(N=Nc2ccccn2)c2ccccc21
  A: 1474 | B: -10 | C: -6 | D: -3 | E: 12 | F: 1 | G: -2 | H: -5 | I: 0.9 | J: -1

O=C1c2ccccc2S(=O)(=O)N1CC1CC(c2ccccc2Cl)=NO1 (centres undefined)
  A: 1628 | B: -5 | C: -5 | D: -6 | E: -1 | F: 0.9 | G: 7 | H: 1 | I: 1 | J: 1

CC(C(=O)NN=C(c1ccccc1)c1ccccc1)N1CCOCC1 (centres undefined)
  A: 1769 | B: 0 | C: -1 | D: -9 | E: -4 | F: 1.1 | G: -12 | H: 1 | I: 1 | J: 2

CNC(=O)c1[nH]cnc1C(=O)Nc1ccc(C)cc1
  A: 1548 | B: 5 | C: 0 | D: -7 | E: -3 | F: 0.9 | G: 14 | H: -1 | I: 1 | J: 0

CNc1ccncc1S(=O)(=O)NC
  A: 1562 | B: -4 | C: -2 | D: -5 | E: -1 | F: 0.9 | G: 7 | H: 11 | I: 1 | J: 3

Cc1ccc(S(=O)(=O)N(NC2=NS(=O)(=O)c3ccccc32)C(=O)c2ccccc2)cc1
  A: 1501 | B: 1 | C: -6 | D: -2 | E: 1 | F: 0.7 | G: 35 | H: 1 | I: 1 | J: 7

O=C(CN1C(=O)c2ccccc2C1=O)Nc1cccnc1
  A: 1450 | B: -3 | C: -1 | D: -14 | E: -6 | F: 0.9 | G: 8 | H: 4 | I: 1.1 | J: 0

Cc1ccc(C(=O)c2ccccc2C(=O)OCC(=O)NCCc2ccccc2)cc1
  A: 1528 | B: 1 | C: -9 | D: -9 | E: -3 | F: 0.6 | G: 39 | H: 5 | I: 1 | J: 2

O=C(Nc1ccccc1-c1ccccc1)NC1CC2CCCC(C1)N2CCc1ccccc1 (centres undefined)
  A: 1618 | B: -1 | C: 5 | D: -470 | E: -48 | F: 1.1 | G: -8 | H: 6 | I: 1.5 | J: 8

COc1ccc(N2CCN(C(=O)CNS(=O)(=O)c3ccc(C)c(C)c3)CC2)cc1
  A: 1544 | B: -3 | C: -3 | D: -8 | E: -8 | F: 1 | G: 0 | H: 7 | I: 1.1 | J: 4

COc1ccc(NC(=O)C2CCN(c3nc(C)nc4c3CCC4)CC2)cc1
  A: . | B: . | C: -1 | D: -7 | E: -3 | F: 1.2 | G: -19 | H: . | I: 1 | J: .

Cc1nn(Cc2ccccc2Cl)c(C)c1NC(=O)NC12CC3CC(CC(C3)C1)C2
  A: 1499 | B: 4 | C: -3 | D: -19 | E: -12 | F: 1.6 | G: -60 | H: -9 | I: 1.1 | J: 2

CCCn1ncc(CN2CCC(CO)(Cc3ccc(OC)cc3)CC2)c1C
  A: 1621 | B: 3 | C: -1 | D: -10 | E: -5 | F: 1 | G: 2 | H: 6 | I: 1 | J: -3

C=CCC1(O)C(=O)N2C(=C1C(=O)N1CCOCC1)c1ccccc1CC2(C)C (centres undefined)
  A: 1503 | B: -5 | C: -4 | D: -10 | E: -3 | F: 1 | G: 0 | H: -3 | I: 1 | J: 0

OC(CN(c1ccccc1)c1ccccc1)Cn1cnc2ccccc21 (centres undefined)
  A: 1358 | B: 2 | C: -2 | D: 2 | E: -4 | F: 1 | G: -3 | H: -2 | I: 1 | J: -1

O=C(Cc1ncc(C(F)(F)F)cc1Cl)NCc1ccco1
  A: 1514 | B: -5 | C: -9 | D: -12 | E: -3 | F: 1.1 | G: -8 | H: -2 | I: 1 | J: 2

CCOc1ccc(N2C(=O)NC(Cc3c[nH]c4ccccc34)C2=O)cc1 (centres undefined)
  A: 1637 | B: 8 | C: -5 | D: -10 | E: 0 | F: 0.9 | G: 10 | H: 2 | I: 1 | J: 4

COc1cc2c(cc1OC)C(C)N(C(=S)NC(=O)c1ccccc1)CC2 (centres undefined)
  A: 1462 | B: 3 | C: 1 | D: -11 | E: -4 | F: 1.1 | G: -10 | H: -2 | I: 1 | J: 0

Cc1ccc(CSc2nc3ccsc3c(=O)n2Cc2ccccn2)cc1
  A: 1672 | B: 7 | C: -4 | D: -3 | E: -1 | F: 1 | G: -3 | H: 1 | I: 1 | J: 5

COc1ccc(C(=O)Cc2nnc(C)s2)c(OC)c1
  A: 1659 | B: 14 | C: -4 | D: -2 | E: 5 | F: 1.1 | G: -7 | H: 16 | I: 1 | J: 6

COc1ccc(C)cc1NCc1cc(=O)oc2cc(-c3ccccc3)c(O)cc12
  A: 1534 | B: 8 | C: -9 | D: -14 | E: 5 | F: 0.8 | G: 16 | H: 6 | I: 1 | J: 5

COc1cc(OC)c(C2CC(=O)N3CN(c4ccc(C)cc4)CSC3=C2C#N)cc1OC (centres undefined)
  A: 1544 | B: 6 | C: -6 | D: 2 | E: 1 | F: 1 | G: 3 | H: -1 | I: 1 | J: 8

C=CCn1c(=O)c(C#N)cc2c(=O)n3ccccc3nc21
  A: 1587 | B: -5 | C: -2 | D: -9 | E: -1 | F: 1 | G: 0 | H: 8 | I: 1 | J: -2

Cn1c(C(=O)NCC2CCCO2)cc2c(=O)n(C)c3ccccc3c21 (centres undefined)
  A: 1488 | B: -1 | C: -6 | D: -13 | E: -2 | F: 1 | G: -2 | H: -2 | I: 1 | J: -3

O=C(CSc1ccccc1Cl)N1CCC(c2nc3ccccc3s2)CC1
  A: 1569 | B: -1 | C: 1 | D: -5 | E: -7 | F: 1 | G: 3 | H: 4 | I: 1.1 | J: 4

COc1ccc([N+](=O)[O-])cc1NC(=O)Cn1ccsc1=N
  A: 1259 | B: 1 | C: 3 | D: 1 | E: 3 | F: 0.9 | G: 13 | H: -3 | I: 1 | J: 3

Cn1ncc(N=Cc2ccccc2)c1C(=O)Nc1cccc(Cl)c1
  A: 1736 | B: 0 | C: 0 | D: 1 | E: -1 | F: 1 | G: 1 | H: 6 | I: 1 | J: -8

Ordered by value in bIAP act (highest first): 3 from the list above.
canonical_smiles | bIAP act
O=C(Nc1ccccc1-c1ccccc1)NC1CC2CCCC(C1)N2CCc1ccccc1 (centres undefined) | 1.1
Cn1c(C(=O)NCC2CCCO2)cc2c(=O)n(C)c3ccccc3c21 (centres undefined) | 1
CCOc1ccc(N2C(=O)NC(Cc3c[nH]c4ccccc34)C2=O)cc1 (centres undefined) | 0.9
